S100A4 MyoIIA = blocks human S100A4 binding to myosin IIA peptide; S100A4/TAMRA-MyoIIA peptide fluorescence polarization; inhibition, % at 10.7 µM; actives 0.14% (n = 360,000);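 active means mean inhibition of at least 70% across replicates, with every replicate also reaching that level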
Target sequence (P26447 whole entry, looked up): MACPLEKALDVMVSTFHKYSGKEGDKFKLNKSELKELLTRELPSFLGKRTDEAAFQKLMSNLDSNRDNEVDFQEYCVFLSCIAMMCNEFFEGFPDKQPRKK
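Test system – S100A4 monomer (human) · Compound – single-point compound testing · Schedule – 5 min incubation before reading · Probe or stimulus – TAMRA-labelled myosin IIA heavy-chain peptide probe, 5 nM · Benchmarks – neutral control DMSO, positive control TFP · Medium – Calcium-containing HEPES buffer, pH 7.2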
esBAF inh = blocks esBAF chromatin remodeling in mouse ES cells; AID 602393; reporter increase, % at 12.5 µM; Bmi1-luciferase knock-in reporter, 24 h; 100% = twice the neutral-well signal; actives 2% (n = 350,000); in the data active means activation above about 40%;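 further: 0% = median of the plate's neutral control wells and 100% = double that signal; a rise in the Bmi1 reporter signal indicates esBAF inhibition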
XiGFP reactiv = activators of X-chromosome reactivation in mouse fibroblasts | activation, % at 7.58 µM | actives 0.055% (n = 360,000) | XiGFP mouse fibroblasts, % GFP-positive cells imaging, 3 d; cells co-treated with 5-aza-dC sensitizer; scaled so ellipticine positive control = 100%;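 active means mean normalized replicate activation at least 10% and every replicate at or above 10%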;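 further: 0% = median of on-plate neutral control wells and 100% = ellipticine 6 µM median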
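Schedule: 3 d treatment, 15 min room-temperature fixation; system: 68-5-11 XiGFP fibroblast line; buffer or medium: DMEM plus 5-aza-dC sensitizer; control set: ellipticine 6 µM positive control; compound: one concentration, pinned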
RAD52 inh = blocks human RAD52 DNA annealing; P43351; recombinant RAD52 DNA annealing, FRET fluorescence; inhibition, % at 18.7 µM; actives 0.46% (n = 360,000);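 active means every replicate showing at least 50% inhibition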
RAD54 inh = blocks human RAD54 Holliday junction branch migration | FAM/BHQ fluorescence | inhibition, % at 10.4 µM | actives 0.14% (n = 360,000);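 active means mean normalized replicate activity at least 40 and at least half of replicates scoring 40 or more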;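 further: 0% = median of neutral control wells and 100% = median of positive control wells; inhibitors cause a drop in the FAM fluorescence signal; in these data hits start at about 50%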
Target sequence (Q92698 whole entry, looked up): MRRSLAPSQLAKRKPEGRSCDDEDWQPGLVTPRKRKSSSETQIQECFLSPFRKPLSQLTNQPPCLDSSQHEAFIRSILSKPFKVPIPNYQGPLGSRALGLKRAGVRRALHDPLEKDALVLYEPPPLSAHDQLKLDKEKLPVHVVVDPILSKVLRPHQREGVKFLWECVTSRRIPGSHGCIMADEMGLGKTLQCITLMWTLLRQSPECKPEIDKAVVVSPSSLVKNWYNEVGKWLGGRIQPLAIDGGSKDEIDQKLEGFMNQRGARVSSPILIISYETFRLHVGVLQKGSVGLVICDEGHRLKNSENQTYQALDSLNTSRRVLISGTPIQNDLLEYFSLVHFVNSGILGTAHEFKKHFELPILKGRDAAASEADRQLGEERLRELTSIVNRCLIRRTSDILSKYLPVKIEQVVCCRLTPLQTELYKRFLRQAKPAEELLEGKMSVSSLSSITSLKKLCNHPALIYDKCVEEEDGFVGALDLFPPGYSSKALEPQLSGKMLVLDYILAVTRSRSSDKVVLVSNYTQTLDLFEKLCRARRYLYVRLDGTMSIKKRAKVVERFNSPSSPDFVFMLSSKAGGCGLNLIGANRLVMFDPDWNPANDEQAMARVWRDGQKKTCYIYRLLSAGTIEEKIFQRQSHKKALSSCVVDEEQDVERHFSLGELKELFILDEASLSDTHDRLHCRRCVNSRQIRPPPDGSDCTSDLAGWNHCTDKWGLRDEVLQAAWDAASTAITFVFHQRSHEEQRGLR
EWS-Fli block = blocks EWS/Fli oncoprotein-driven transcription; actives 0.67% (n = 350,000); A673 NR0B1-luciferase reporter, viability-normalised; inhibition, % at 12.6 µM;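 active means mean inhibition of at least 50% after viability correction, with every replicate also passing that limit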;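 further: firefly luciferase signal divided by Alamar Blue viability fluorescence both relative to DMSO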
FN deposition inh = fibronectin deposition inhibition. actives 0.086% (n = 350,000). inhibition, % at 12.6 µM. AH1F fibroblasts, Alexa488-fibronectin deposition fluorescence, overnight;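 active means mean inhibition across replicates of 30% or more, regardless of how many single replicates reach that level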;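 further: positive control wells lacked labelled fibronectin entirely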
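test system = AH1F fibroblasts assembling fluorescent fibronectin matrix | quantity = 10000 AH1F cells per well | buffer or medium = DMEM plus 2% serum, read in PBS | doses = single dose, pinned | incubation = 1 h cell attachment, overnight exposure to compound and label | detection = fluorescence at 485 nm excitation, 525 nm emission | read-out basis = inhibition from reduced deposited-fibronectin fluorescence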
E-sel inducer = E-selectin induction on HUVECs. P16581. HUVEC E-selectin immunofluorescence imaging; normalized: neutral wells 0, TNF-alpha wells 100. activation, % at 7.58 µM. actives 0.37% (n = 260,000). AID 686992;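 active means mean E-selectin-positive cell signal at least 10% of the positive control, reached in at least 60% of replicates, without over 20% cell loss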;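 further: in these data hits start at about 27%; measured in HUVEC primary endothelial cells; signal is the percent of cells scored E-selectin positive by PE staining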
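Assay system: HUVEC primary endothelial cells. Input: 3,000 HUVEC seeded per well. Doses: one compound dose added by pin transfer. Read-out basis: % PE-positive cells. Benchmarks: TNF-alpha high, DMSO low. Detection: immunofluorescence imaging. Buffer or medium: EGM-2, gelatin.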
An asterisk follows results filed as active; i = inactive; . = not tested or not shown.

The first two records as a preview:
molecule	S100A4 MyoIIA	esBAF inh	XiGFP reactiv	RAD52 inh	RAD54 inh	EWS-Fli block	FN deposition inh	E-sel inducer
CN(CC(=O)N1CCCCCC1)S(=O)(=O)c1ccc(Br)cc1	-2	-9	0.0	1	2	-1	1	0.1
COc1ccc2c3c(n(C)c2c1)[C@@H](CO)N(C(=O)Cc1ccccn1)CC31CCN(Cc2ccccn2)CC1	-1	.	0.0	3	.	-11	.	0.6

The listing, from the start:
molecule	S100A4 MyoIIA	esBAF inh	XiGFP reactiv	RAD52 inh	RAD54 inh	EWS-Fli block	FN deposition inh	E-sel inducer
CN(CC(=O)N1CCCCCC1)S(=O)(=O)c1ccc(Br)cc1	-2	-9	0.0	1	2	-1	1	0.1
COc1ccc2c3c(n(C)c2c1)[C@@H](CO)N(C(=O)Cc1ccccn1)CC31CCN(Cc2ccccn2)CC1	-1	.	0.0	3	.	-11	.	0.6
Cn1ccnc1COc1ccc(/C=N/O)cc1	-6	-7	0.0	11	4	-5	-10	-0.2
COc1ccc(/C=N/Nc2nc(C)nc(N)n2)cc1	-1	55*	0.0	28	13	-34	1	0.1
Fc1cccc(-c2ncc(-c3ccccc3)o2)c1	0	73*	-0.2	-3	-19	-61	3	.
COc1cccc(CC(=O)N2CCCC(CCC(=O)N3CCN(c4ccccn4)CC3)C2)c1 (configuration not stated)	-2	-9	0.0	-8	-8	5	1	.
COc1cc(/C=C2\SC(=O)N(c3ccccc3Cl)C2=O)cc([N+](=O)[O-])c1O	-2	-12	0.3	-10	-1	-2	-5	0.1
Cc1cc(C(=O)COC(=O)c2cccnc2Cl)c(C)n1C	-1	-50	-0.1	-2	-3	48	.	-0.1
COc1ccc(S(=O)(=O)N2CCCC2)cc1NC(=O)c1ccccc1	3	-1	0.0	-8	.	5	-2	.
CCNC(=O)[C@@H]1[C@@H](CO)[C@@H]2Cn3c(ccc(-c4cccnc4)c3=O)[C@@H]2N1Cc1ccccc1	-1	-1	0.5	0	0	10	.	0.0
CC(=O)c1ccc(C)cc1OC(=O)c1cccc(F)c1	-2	-6	0.0	-17	-11	2	10	.
C[C@@H]1CN([C@H](C)CO)C(=O)c2cc(C#CC3CC3)cnc2O[C@@H]1CN(C)C(=O)Cc1ccccn1	7	1	-1.0	-3	3	-8	.	-0.9
COc1ccc(CN(C)C[C@H]2Oc3ccc(NC(=O)NC(C)C)cc3CC(=O)N([C@@H](C)CO)C[C@H]2C)cc1	7	0	0.5	0	-2	.	.	-5.2
COc1cc2c(cc1OC)n(CC(=O)NC1CCCCCC1)n1c(C)cc(=O)nc21	0	-3	-0.1	0	1	-4	8	.
CCO[C@@H]1OC(C(=O)N2CCOCC2)=C[C@H](c2ccc(C(F)(F)F)cc2)[C@H]1CCCO	2	-2	0.2	-10	-1	-5	11	-0.1
Cc1cc(NC(=O)Nc2c[nH]c(=O)[nH]c2=O)ccc1Br	-1	-3	0.1	4	-4	-4	0	-1.7
Cc1cc(C)c2c(N)c(C(=O)N/N=C/c3cccnc3)sc2n1	-4	.	0.0	-22	-16	-141	3	-1.9
CS(=O)(=O)N1[C@H](C#N)[C@H](c2ccccc2)[C@@H]1CO	17	0	0.2	8	9	-11	-6	0.1
COc1cc(Cl)ccc1OCc1cc(C(=O)N2CCN(C)CC2)no1	-2	-3	0.0	7	2	.	0	0.0
COc1ccc(CN(CC2CCC(C(=O)O)CC2)C(=S)Nc2ccccc2C)cc1 (configuration not stated)	2	-2	0.0	-14	0	5	-3	.
O=C(Nc1ccc(O)cc1)c1ccc(NC(=O)c2ccco2)cc1	-4	18	0.1	-21	-4	6	0	.
Cc1oc(-c2cccs2)nc1CN1CCC(C(=O)N2CCCC2)CC1	-2	.	0.4	-25	.	4	-9	4.7
Cc1ccccc1OCCCC(=O)Nc1ccc(S(=O)(=O)Nc2onc(C)c2C)cc1	-3	-2	0.0	-4	-35	6	-1	0.1
O=C(CNC(=O)c1cccs1)N/N=C/c1ccc(O)cc1O	-2	.	0.3	-25	.	7	.	.
CNC(=S)N(CCCN(C)C)Cc1cc2cc3c(cc2[nH]c1=O)OCCO3	-1	8	0.0	-5	8	19	-3	-0.1
COc1cc(/C=N/NC(=O)c2ccncc2)ccc1OCC(=O)Nc1ccccc1	-1	28	0.3	-6	-3	-22	-1	2.1
S=C(Nc1ccc(Br)cc1Cl)N1CCC2(CC1)OCCO2	-25	.	0.0	-6	.	-25	-1	.
C[C@@H]1CN([C@@H](C)CO)C(=O)c2cc(NS(=O)(=O)c3cn(C)cn3)ccc2O[C@H]1CN(C)S(=O)(=O)c1ccc(F)cc1	3	5	0.2	9	-19	-9	3	-0.1
O=C(CSc1nc2scc(-c3ccccc3)c2c(=O)[nH]1)N1CCCCC1	-4	-7	0.0	-27	-1	2	-8	0.4
C[C@@H]1CCCCO[C@@H](CN(C)CC2CCCCC2)[C@@H](C)CN([C@@H](C)CO)C(=O)c2cc(NC(=O)c3ccccc3)ccc2O1	3	-1	0.3	-15	6	8	14	-0.2
COc1ccc(CN(C(=O)c2cc3ccccc3oc2=O)C2CCCCC2)cc1OC	.	34	.	.	1	.	4	-0.3
COc1ccccc1S(=O)(=O)N(C)C[C@@H]1OCc2ccccc2-c2ccccc2C(=O)N([C@@H](C)CO)C[C@H]1C	-3	7	0.2	-3	-2	9	5	-0.1
CCC(=O)N1CC2(C1)CN(S(=O)(=O)c1ccccc1)[C@H](CO)c1[nH]c3cc(OC)ccc3c12	-6	.	0.3	1	.	-12	.	-0.1
Cc1noc(C)c1NC(=O)N(C)C[C@H]1Oc2ccc(NS(=O)(=O)c3cn(C)cn3)cc2CC(=O)N([C@H](C)CO)C[C@H]1C	-1	3	-0.9	15	-3	-2	-16	.
Clc1ncc(CSc2ccccc2)s1	0	-1	0.1	8	4	1	.	.
CN(C)S(=O)(=O)c1ccc(C(=O)Nc2ccccc2F)cc1	-2	6	.	-7	-1	-15	.	.
COc1ccc(NC(=O)N[C@@H]2CC[C@H](CCn3cc(-c4ccccn4)nn3)O[C@H]2CO)cc1	1	4	-0.1	-3	2	7	-11	0.5
COc1ccc(NC(=O)CC(C)c2ccccc2)c([N+](=O)[O-])c1 (configuration not stated)	1	.	1.0	-5	.	-6	7	1.7
C[C@@H]1CN([C@H](C)CO)C(=O)Cc2cc(NC(=O)CCC(F)(F)F)ccc2O[C@H]1CN(C)C(=O)Nc1ccc(F)cc1	3	4	0.3	-5	-1	-3	.	3.4
C[C@H]1CN([C@@H](C)CO)S(=O)(=O)c2ccc(-c3ccccc3)cc2O[C@H]1CN(C)C(=O)c1ccc2c(c1)OCO2	-1	-2	-0.6	16	-2	-2	.	0.8
CS(=O)(=O)N1CCc2cc(S(=O)(=O)N3CCCCC3)ccc21	2	.	0.0	14	.	-6	14	.
CN(C)CCN(CC1CCCN(Cc2ccccc2F)C1)C(=O)c1ccc(F)cc1 (configuration not stated)	-15	10	0.0	-3	6	6	3	.
COc1cc(OC)cc(-c2c(Sc3ccccc3)c3cc(-c4cnc(N5CCOCC5)nc4)ccc3n2C)c1	-1	.	0.0	-23	.	-3	.	0.6
COC(=O)[C@@]1(C)[C@H]2C(=O)N(C)C(=O)[C@H]2[C@H]2CN=C(SCc3ccccc3)N21	6	-4	0.2	-11	-18	-6	-7	3.5
Clc1ccccc1CNCC1CCCO1 (configuration not stated)	-3	-6	0.0	10	2	-6	2	0.0
CC(C)c1ccc2[nH]c3nc(SCC(=O)N4CCOCC4)nnc3c2c1	-3	.	0.3	-5	.	-21	-1	-0.7
CCCNC(=O)c1cc(C2CCCN(C(=O)c3ccc(NC(C)=O)cc3)C2)on1 (configuration not stated)	0	-2	-0.1	-25	-5	-17	-11	0.0
Cn1nc(C(=O)NNC(=O)C2CSC3(C)CCC(=O)N23)c2ccccc2c1=O (configuration not stated)	-1	.	0.1	-5	.	0	3	-0.1
Cc1ccc2[nH]c(=O)c(CN(Cc3ccco3)S(=O)(=O)c3c(C)ccc4nsnc34)cc2c1	-7	3	.	-19	1	0	.	.
Cc1ccc(/C=C/C(=O)c2ccc(N3CCOCC3)cc2)s1	4	.	0.1	i	.	-96	4	.

Some values from the results shown.
Entry of `Cc1noc(C)c1NC(=O)N(C)C[C@H]1Oc2ccc(NS(=O)(=O)c3cn(C)cn3)cc2CC(=O)N([C@H](C)CO)C[C@H]1C` in esBAF inh: 3
Entry of `S=C(Nc1ccc(Br)cc1Cl)N1CCC2(CC1)OCCO2` in S100A4 MyoIIA: -25
Entry of `Cn1nc(C(=O)NNC(=O)C2CSC3(C)CCC(=O)N23)c2ccccc2c1=O` (configuration not stated) in E-sel inducer: -0.1
Entry of `COc1ccc(CN(C(=O)c2cc3ccccc3oc2=O)C2CCCCC2)cc1OC` in esBAF inh: 34

Continued:
molecule	S100A4 MyoIIA	esBAF inh	XiGFP reactiv	RAD52 inh	RAD54 inh	EWS-Fli block	FN deposition inh	E-sel inducer
Cc1nn(C)c(NC(=O)c2ccc(Cl)cc2)c1Cl	-3	-4	0.3	-12	-10	-9	1	-0.2
COc1ccc(CC(=O)NNC(=O)c2ccc(SCc3cc(F)ccc3F)c([N+](=O)[O-])c2)cc1	6	3	.	-10	0	12	.	.
CC(C)CC#Cc1ccc2c(c1)O[C@H](CN(C)C(=O)NC1CCCC1)[C@H](C)CN([C@H](C)CO)S2(=O)=O	9	18	-1.0	11	-5	16	3	0.1
CCCCNS(=O)(=O)CCNCc1ccco1	-1	-3	-0.1	-14	-2	-1	3	0.1

Sorted by value in RAD52 inh (low to high): some entries from above.
Structure	RAD52 inh
CCCCNS(=O)(=O)CCNCc1ccco1	-14
Cc1nn(C)c(NC(=O)c2ccc(Cl)cc2)c1Cl	-12
CC(C)CC#Cc1ccc2c(c1)O[C@H](CN(C)C(=O)NC1CCCC1)[C@H](C)CN([C@H](C)CO)S2(=O)=O	11

From PubChem BioAssay

An unsorted share of the library; about 3% have a hit in one of these screens.
